GPR7 antagonist: blocks human GPR7 receptor signaling | P48145 | GPR7-expressing cells, fluorescence antagonist assay | inhibition, % at 4.4 µM | 290,000 compounds, 1.1% hits | AID 1861; in the data active = inhibition above about 16%, passing the limit was not always enough;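 also: cells stimulated with the agonist NPW; 0% = agonist with vehicle and 100% = vehicle without agonist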
Target sequence (P48145 whole entry, looked up): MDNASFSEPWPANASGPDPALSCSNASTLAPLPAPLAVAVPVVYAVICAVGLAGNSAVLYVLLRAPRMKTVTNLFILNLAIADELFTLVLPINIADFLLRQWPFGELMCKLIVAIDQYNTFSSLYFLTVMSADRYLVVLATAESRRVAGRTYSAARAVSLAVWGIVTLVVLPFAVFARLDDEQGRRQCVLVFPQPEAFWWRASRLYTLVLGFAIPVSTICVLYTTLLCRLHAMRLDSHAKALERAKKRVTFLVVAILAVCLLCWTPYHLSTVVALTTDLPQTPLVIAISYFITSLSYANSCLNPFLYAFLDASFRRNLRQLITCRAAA
NALP1 yeast inh: inhibitors of NALP1 inflammasome in yeast; S. cerevisiae NALP1/ASC/caspase-1 growth, X-gal OD620, 72 h; inhibition, % at 10 µM; 280,000 compounds, 0.61% hits; in the data active = inhibition mostly above about 24%, no sharp cut-off; inactive = mostly below about 32%; also: some compounds called inactive have numbers as strong as hits
GalR3 antag: blocks the human galanin receptor 3; O60755; HEK293 GalR3-CNG cAMP membrane potential fluorescence; galR3 body fused to GalR1 C-terminus; inhibition, % at 3 µM; 360,000 compounds, 0.44% hits; AID 651719;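 active = inhibition above the screen-wide average plus 3 SD, cut at about 13% in these data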;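 also: forskolin and galanin both at EC90 stimulate the cells; cAMP rise reported by CNG channel membrane potential dye signal; 0% = forskolin plus galanin with DMSO and 100% = forskolin alone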
Target sequence (O60755 1-299 limits assumed): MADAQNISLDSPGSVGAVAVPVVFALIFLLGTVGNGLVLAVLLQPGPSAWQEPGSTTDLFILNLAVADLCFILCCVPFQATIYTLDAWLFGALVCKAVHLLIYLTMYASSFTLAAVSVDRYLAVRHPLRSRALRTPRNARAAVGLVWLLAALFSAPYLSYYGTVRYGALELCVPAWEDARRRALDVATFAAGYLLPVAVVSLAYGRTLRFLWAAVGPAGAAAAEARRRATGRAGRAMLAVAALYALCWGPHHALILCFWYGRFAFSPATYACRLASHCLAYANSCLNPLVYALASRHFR
PfM18AAP inh: PfM18AAP enzyme inhibition; recombinant PfM18AAP, H-Glu-NHMec fluorogenic cleavage; inhibition, % at 7.35 µM; 290,000 compounds, 1.2% hits;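 active = inhibition above the campaign mean inhibition over all tested compounds plus 3 SD, cut at about 28% in these data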;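 also: 0% = plate median of test compound wells and 100% = 2 mM ZnCl2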
MEKK2wt PB1 HTS: raises or lowers MEK5 binding to wildtype human MEKK2 PB1 domain. binding response (% of control), % at 10 µM. Q9Y2U5. bead flow cytometry, Alexa488-MEK5 binding to MEKK2 WT; actives lie on both sides. 290,000 compounds, 1.1% hits; in the data active = binding response below about 67% or above about 130%
MEKK2 mut-MEK5: signal of MEK5 binding to mutant human MEKK2 PB1 domain; bead flow cytometry, Alexa488-MEK5 binding to MEKK2 mutant; percent response, % at 10 µM; 290,000 compounds, 0.35% hits; AID 1530; in the data active = percent response above about 24%, passing the limit was not always enough; also: inactives centre near 1; some results filed as inactive read as strong as hits
OXTR ag: human OXTR agonism | activation, % at 3 µM | CHO-OTR cells, Fluo-8 calcium fluorescence; normalized: DMSO 0%, oxytocin 100% | P30559 | AID 2435 | 320,000 compounds, 0.32% hits;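 active = activation above the mean of all tested compounds plus 3 SD, cutoff set per screening run, cut at about 20% in these data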;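 also: peak over basal fluorescence ratio from a 100 s FLIPR kinetic read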
Target sequence (P30559 whole entry, looked up): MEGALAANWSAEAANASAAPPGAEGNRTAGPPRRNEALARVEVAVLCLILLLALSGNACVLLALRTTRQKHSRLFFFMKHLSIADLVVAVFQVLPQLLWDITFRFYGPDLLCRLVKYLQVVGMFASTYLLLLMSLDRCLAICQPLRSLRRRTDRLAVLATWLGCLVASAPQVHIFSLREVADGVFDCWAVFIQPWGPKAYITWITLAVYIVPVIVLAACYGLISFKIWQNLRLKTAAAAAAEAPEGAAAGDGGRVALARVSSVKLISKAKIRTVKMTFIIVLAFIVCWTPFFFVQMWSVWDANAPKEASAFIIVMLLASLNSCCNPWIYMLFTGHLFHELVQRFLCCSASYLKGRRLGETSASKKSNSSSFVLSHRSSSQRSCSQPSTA
OXTR potentiate: potentiates the human oxytocin receptor response; P30559; CHO-OTR cells, Fluo-8 calcium fluorescence, potentiator mode; 0% = oxytocin EC15, 100% = EC100; activation, % at 3 µM; 320,000 compounds, 0.061% hits; AID 2445;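 active = activation above that plate's cutoff, the mean activation of tested compounds plus 3 SD, cut at about 6.6% in these data, passing the limit was not always enough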;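 also: 100% uses oxytocin at 75 nM as the full agonist control; some results filed as inactive read as strong as hits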
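Assay system: CHO cell line stably expressing human OTR. Reagent: EC15 oxytocin agonist. Dosing: single dose, 3.0 µM nominal final compound concentration. Timing: compound 6 min at room temperature before oxytocin, 100 s read. Signal: kinetic Fluo-8 calcium fluorescence. Controls: oxytocin EC15 low and EC100 high.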
V1R ag counter: V1a receptor agonism, counter-screen for OXTR agonists. activation, % at 3 µM. 320,000 compounds, 0.25% hits. CHO-V1R cells, Fluo-8 calcium fluorescence, agonist mode; 0% DMSO, 100% 3 nM vasopressin. AID 2797;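 active = activation above the mean activation of all tested compounds plus 3 SD, per screening run, cut at about 20% in these data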;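 also: signal is peak over basal fluorescence ratio across a 100 second FLIPR read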
* = called active by the depositor; x = no result given.

no. | Molecule | GPR7 antagonist | NALP1 yeast inh | GalR3 antag | PfM18AAP inh | MEKK2wt PB1 HTS | MEKK2 mut-MEK5 | OXTR ag | OXTR potentiate | V1R ag counter
1 | CC1CCC2C(=O)N(c3cccc(C(=O)Nc4ccc(F)cc4)c3)C(=O)C2C1 (stereo unspecified) | 15 | 20 | -4 | -10 | 102 | 1 | 2.9 | -12 | 5.6
2 | CCOC(=O)Nc1ccc2c(c1)N(C(=O)CCN1CCN3CCCC3C1)c1ccccc1CC2 (stereo unspecified) | -12 | 25 | 2 | 9 | x | x | 0.2 | 0 | 0.3
3 | Cc1ccc(/C=C(/NC(=O)c2ccccc2)C(=O)NCCc2c[nH]c3ccccc23)o1 | 8 | -24 | -3 | 6 | 104 | 6 | -1.3 | -16 | 0.8
4 | CCCOc1ccc(NC(=O)CC2C(=O)N(CC)C(=S)N2CCCN2CCN(Cc3ccccc3)CC2)cc1 (stereo unspecified) | 9 | 6 | -3 | -9 | 155* | 22 | 9.1 | -28 | 7.0
5 | Cc1nnc(SCC(=O)Nc2ccccc2)n1CCc1ccccc1 | 0 | 0 | -7 | 0 | 103 | 5 | -1.0 | 1 | 0.2
6 | O=C(/C=C/c1ccccc1Cl)NCc1ccccc1 | 1 | -8 | -7 | -1 | 104 | 4 | -1.7 | -5 | -1.1
7 | CCC(C)NC(=O)C1CCN(S(=O)(=O)N2CCOCC2)CC1 (stereo unspecified) | -29 | -8 | 1 | 4 | 94 | -3 | 0.8 | -13 | 0.7
8 | CCOc1cc(/C=N/NC(=O)CN2CCCCC2)ccc1OCc1ccccc1 | 1 | 0 | -6 | -3 | 107 | -1 | 3.2 | -6 | 1.5
9 | CC(C)c1ccc(NC(=S)NNC(=O)C2CC2)cc1 | 14 | -8 | -4 | 2 | 98 | -4 | 0.3 | -5 | 0.0
10 | COCCn1c(N)c(Sc2ccc([N+](=O)[O-])cc2)c(=O)[nH]c1=O | -15 | 5 | -1 | 2 | 105 | 4 | 0.5 | -5 | 2.3
11 | CCCOc1ccc(C(=O)OCC(=O)NCCc2ccc(OCC)c(OCC)c2)cc1OC | -12 | 23 | 0 | -1 | 105 | 4 | -1.6 | 2 | -0.2
12 | CN1C=CC(=CC=C2C=CC(=O)C=C2)C=C1 | 0 | 14 | -7 | -9 | 105 | 7 | 0.2 | -14 | 1.3
13 | COc1ccccc1-n1c(SCC(=O)N2CCCC2)nnc1-c1ccccc1 | -8 | x | -5 | 3 | 101 | -6 | -1.0 | -5 | -0.4
14 | CCc1nn(CC(=O)NCCCN2CCN(CC)CC2)c(=O)c2cc3occc3n12 | -10 | 13 | 1 | -2 | 101 | 0 | 0.1 | -6 | -0.6
15 | CCOC(=O)c1c(C)c(C(=O)N2CCN(C(=O)c3ccco3)CC2)c(C)n1C | 1 | 20 | x | 0 | 105 | 5 | 0.4 | 0 | -0.6
16 | COc1ccccc1CNC(=O)CSc1ccsc1[N+](=O)[O-] | -6 | 12 | -7 | -10 | 82 | -15 | -0.6 | 2 | 0.1
17 | Fc1ccccc1-n1cc(-c2ccccc2)[nH]c1=S | -8 | -13 | -4 | 18 | 96 | -3 | 0.4 | 6 | 0.5
18 | Cc1c(C(=O)c2ccc(Cl)c([N+](=O)[O-])c2)c2ccccn2c1CCC#N | 3 | 20 | -4 | 4 | 101 | 2 | -1.0 | -5 | -0.1
19 | C#CCSc1nccc(-c2nn(-c3ccc(C)cc3)ccc2=O)n1 | -4 | 18 | 2 | -8 | 103 | 4 | -1.9 | -3 | -1.2
20 | CCCCC(=O)N=c1sc2cc([N+](=O)[O-])ccc2n1C | -3 | -2 | -1 | 1 | 98 | 2 | -1.1 | -13 | -0.5
21 | CN(C)S(=O)(=O)c1cccc(-c2nn(-c3ccccc3)cc2/C=C2\SC(=S)N(CC(=O)O)C2=O)c1 | -13 | -6 | -6 | 6 | 99 | 1 | -0.7 | -19 | -0.7
22 | Cc1onc(-c2ccccc2Cl)c1C(=O)N1CCCCC1 | 1 | 8 | -4 | 0 | 97 | -4 | 0.8 | -6 | 0.7
23 | COc1ccc(OC)c(-c2nnc3n2N=C(c2ccc(OC(F)F)c(OCC4CC4)c2)CS3)c1 | x | x | -4 | x | x | x | 3.3 | -4 | 0.8
24 | O=C(NCc1ccc(OC(F)(F)F)cc1)C1CC(c2ccccc2[N+](=O)[O-])=NO1 (stereo unspecified) | 0 | 12 | 2 | -2 | 109 | 8 | 1.3 | -3 | -1.0

Molecules above containing two or more sulfur atoms, in the order listed:
no. | Molecule | GPR7 antagonist | NALP1 yeast inh | GalR3 antag | PfM18AAP inh | MEKK2wt PB1 HTS | MEKK2 mut-MEK5 | OXTR ag | OXTR potentiate | V1R ag counter
16 | COc1ccccc1CNC(=O)CSc1ccsc1[N+](=O)[O-] | -6 | 12 | -7 | -10 | 82 | -15 | -0.6 | 2 | 0.1
21 | CN(C)S(=O)(=O)c1cccc(-c2nn(-c3ccccc3)cc2/C=C2\SC(=S)N(CC(=O)O)C2=O)c1 | -13 | -6 | -6 | 6 | 99 | 1 | -0.7 | -19 | -0.7

Further results:
no. | Molecule | GPR7 antagonist | NALP1 yeast inh | GalR3 antag | PfM18AAP inh | MEKK2wt PB1 HTS | MEKK2 mut-MEK5 | OXTR ag | OXTR potentiate | V1R ag counter
25 | O=C(CCC(=O)Nc1nnc(C2CCCCC2)s1)NCc1ccc(F)cc1 | 8 | 8 | -8 | -13 | 99 | 3 | 0.1 | -3 | 0.8
26 | O=C(CC1C(=O)NCCN1Cc1c(F)cccc1Cl)NCCCn1cccn1 (stereo unspecified) | 3 | x | -5 | -2 | 98 | -2 | 0.2 | -1 | 0.2
27 | Cc1cnc(NC(=O)C(C)N2C(=O)C3CC=CCC3C2=O)s1 (stereo unspecified) | -7 | 33 | -7 | 1 | 98 | -2 | -0.5 | 1 | -0.7
28 | Cc1ccc(NC(=O)CNC(=O)N2CC(=O)Nc3ccccc32)cc1F | 1 | 2 | 0 | -4 | 96 | 0 | -0.1 | 4 | -0.4
29 | CCc1cc(C(=O)NNC(=S)NC2CCCCC2)cs1 | 7 | 9 | -3 | 2 | 100 | 2 | -0.7 | -4 | 2.1
30 | CC1CC(=O)N(CC(=O)NCc2ccco2)c2ccccc2S1 (stereo unspecified) | -2 | 5 | -6 | 3 | 100 | 2 | -0.2 | 1 | -0.3
31 | COc1cccc(C(C#N)N2CCOCC2)c1 (stereo unspecified) | 4 | 2 | 1 | 3 | 95 | 1 | 0.1 | -8 | -0.2
32 | Cc1ccc2nc(-c3ccc(N4C(=NC(=O)CCC(=O)O)SC5CS(=O)(=O)CC54)cc3)sc2c1 (stereo unspecified) | 1 | 6 | x | 3 | 93 | -2 | 2.1 | -5 | 1.4
33 | CC1CCCN(C(=O)N2c3ccccc3Sc3ccccc32)C1 (stereo unspecified) | -3 | 16 | -7 | 0 | 109 | 6 | -2.4 | -4 | -1.8
34 | CCn1cc(CNC(=O)c2ccc(C)s2)cn1 | 4 | 16 | -2 | -3 | 91 | -3 | -0.2 | -10 | 0.7
35 | CC1CC(C)CN(S(=O)(=O)c2cc3c(cc2Cl)NC(=O)CO3)C1 (stereo unspecified) | 13 | 22 | -3 | 4 | 96 | -2 | 0.9 | -10 | 0.1
36 | Cc1ccc(N2C(=O)CC(Sc3nc(-c4ccccc4)c4cc(Cl)ccc4n3)C2=O)c(C)c1 (stereo unspecified) | -14 | 20 | -10 | 3 | 95 | 8 | 1.2 | 3 | -0.2
37 | Cc1ccc(S(=O)(=O)N2CCC(C(=O)OCc3c(C)noc3C)CC2)cc1C | x | x | -3 | x | x | x | -2.1 | -5 | -1.1
38 | CCC1Sc2ccc(S(=O)(=O)N3CCN(c4ccccc4)CC3)cc2NC1=O (stereo unspecified) | -4 | 22 | -8 | 5 | 96 | -1 | 0.9 | 0 | 1.0
39 | CCN(CC)c1ccc(NC(=O)c2c(OC)cccc2OC)c(C)c1 | -18 | -2 | -5 | 14 | 107 | 2 | -1.3 | -4 | -0.8
40 | Cc1ccc(CCNC(=O)C2CCC(CNc3c(N4CCCC4)c(=O)c3=O)CC2)cc1 (stereo unspecified) | -8 | 10 | -7 | 3 | x | x | 0.0 | -3 | -0.2
41 | CCC(C)C(NC(=O)C1CCC(C)CC1)C(=O)Nc1cc(OC)ccc1OC (stereo unspecified) | 0 | 36 | -9 | -6 | 85 | -7 | -2.2 | -12 | -0.2
42 | COc1cc2c(C#N)c(N3CCOCC3)nc(N)c2c(N)n1 | -15 | 17 | 1 | -5 | 97 | -2 | 0.2 | 4 | 0.1
43 | CCCCc1c(O)nc(SCC(=O)N2CCCCC2)n(-c2ccccc2C)c1=O | -12 | 10 | -2 | 4 | 101 | 2 | -1.1 | -10 | -0.9
44 | O=C(Nc1nnc(SCC(=O)N2CCCCC2)s1)c1c(F)cccc1F | -5 | 16 | -3 | 6 | 99 | 1 | -0.6 | -11 | 1.3
45 | Cc1ccc(C(=O)COC(=O)CNC(=O)Cc2ccccc2)cc1 | 2 | 26 | 0 | -2 | 96 | -6 | -0.6 | -3 | 0.5
46 | CS(=O)(=O)N1CCN(C(=O)CSc2ccccc2)CC1 | -21 | -2 | -3 | -1 | 101 | 0 | 1.5 | -10 | 0.1
47 | COC(=O)c1cc(S(=O)(=O)NCC2CCN(Cc3ccc(C)cc3)CC2)cn1C | -14 | 15 | -10 | -10 | 117 | 1 | -0.1 | -3 | 0.2
48 | COC(=O)c1cc(OC)c(OC)cc1NC(=O)c1ccc(Br)o1 | -19 | x | -4 | 3 | 94 | -10 | -0.5 | -1 | -0.5
49 | O=C(Nc1ccccc1N1CCOCC1)c1cccs1 | 3 | -24 | -3 | 2 | 110 | 1 | -1.0 | -12 | 0.6
50 | O=C(Cn1cc2c(n1)CCCC2)NCCCN1CCCC1 | -12 | -5 | 2 | 1 | 134* | 2 | 0.4 | 2 | -0.3
51 | Cc1ccc(-c2nn(-c3ccccc3)cc2CC(=S)N2CCOCC2)cc1 | -20 | -4 | -10 | 0 | 101 | 8 | -1.5 | 10 | 0.0
52 | Cc1cc(C)c(S(=O)(=O)N2CCCCC2)c(C)c1N(C)S(=O)(=O)c1ccccc1 | 2 | 8 | -4 | -5 | 95 | -5 | 0.0 | -6 | -0.1
53 | O=c1c2ccccc2nnn1CSc1nnc2sc3ccccc3n12 | -12 | 2 | x | -4 | x | x | 0.4 | -9 | 0.3
54 | COc1ccccc1NC(=O)CSc1nnc(-c2ccco2)n1Cc1ccco1 | -1 | 6 | -4 | -45 | 99 | 2 | -1.9 | 0 | -0.8
55 | CC(=O)c1c(O)ccc2c(-c3ccccc3)cc(=O)oc12 | -5 | 0 | 0 | 0 | 103 | 0 | -1.8 | 0 | -0.8
56 | ONC(=Nc1ccccc1)C(=Nc1ccccc1)NO | -11 | 18 | -4 | 26 | 105 | 6 | 0.1 | -8 | 0.8
57 | COc1ccc(C2SCC(=O)N2c2c(C)n(C)n(-c3ccccc3)c2=O)c(OC)c1 (stereo unspecified) | -8 | 1 | -2 | 8 | 89 | -5 | 0.3 | -12 | 0.2
58 | Cc1cccc(NC(=O)C2CCN(S(=O)(=O)c3c(C)c(C)cc(C)c3C)CC2)n1 | x | x | -2 | x | x | x | -1.8 | -12 | 0.2
59 | CCN1C(=O)[C@H]2[C@@H](c3ccc(-c4ccccc4)cc3)N[C@@](CC(C)C)(C(=O)OC)[C@H]2C1=O | x | x | -1 | x | x | x | 0.3 | -8 | -0.4

Screens as filed in PubChem BioAssay.
